CHO-K1 Ca PAM – nonselective calcium activators in parental CHO-K1 cells, primary screen, counter-screen for M1 PAM project, cell-based, Fluo-8 calcium fluorescence, full deck, 1536-well. ATP EC20; 0% at ATP EC20, 100% at ATP max. activation, % at 3 µM. hit rate 0.02% among 360,000;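 active = activation above the run cutoff, the mean activation of all test compounds plus 3 SD, cut at about 40% in these data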;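 note: peak over basal fluorescence ratio in a 140 s read after ATP addition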
M1 ag parental – counter-screen for M1 agonists: effect in parental CHO-K1 cells; Fluo-8 calcium fluorescence; scaled to maximal ATP response, vehicle zero; activation, % at 3 µM; hit rate 0.48% among 360,000; AID 602248, 2012; in the data active = activation above about 15%;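 note: untransfected CHO-K1 host cells lacking M1 receptor as counterscreen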
M4 PAM – human M4 muscarinic receptor positive allosteric modulators, primary screen, CHO-K1 cells, Fluo-8 calcium fluorescence; Muscarinic acetylcholine receptor M4 (Homo sapiens), P08173; CHO-K1 hM4/Gqi5, ACh EC20; 0% = ACh EC20, 100% = maximal ACh; activation, % at 3 µM; hit rate 0.4% among 360,000;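 active = activation above its plate's cutoff, the mean activation of sample wells plus 3 SD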; note: some results filed as inactive read as strong as hits
Target sequence (P08173 whole entry, looked up): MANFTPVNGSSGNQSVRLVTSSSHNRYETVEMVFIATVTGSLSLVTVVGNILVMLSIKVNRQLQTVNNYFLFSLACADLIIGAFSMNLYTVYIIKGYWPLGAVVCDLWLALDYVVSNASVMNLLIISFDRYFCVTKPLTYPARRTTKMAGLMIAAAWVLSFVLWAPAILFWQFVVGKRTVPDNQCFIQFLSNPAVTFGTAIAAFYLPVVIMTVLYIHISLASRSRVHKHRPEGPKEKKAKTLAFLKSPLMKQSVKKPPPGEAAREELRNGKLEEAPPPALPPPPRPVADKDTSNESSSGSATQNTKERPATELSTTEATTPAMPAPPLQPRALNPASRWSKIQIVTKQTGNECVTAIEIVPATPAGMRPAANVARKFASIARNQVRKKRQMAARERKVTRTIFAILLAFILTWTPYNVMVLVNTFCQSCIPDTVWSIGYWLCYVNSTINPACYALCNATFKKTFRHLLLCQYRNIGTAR
CHO-K1 Ca antag – nonselective inhibitor or artifact in parental CHO-K1 cells | ATP-induced calcium, Fluo-8 fluorescence | hit rate 0.6% among 360,000 | inhibition, % at 3 µM;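 active = inhibition above a per-plate cutoff, the plate's mean sample inhibition plus 3 SD, cut at about 24% in these data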;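 note: 0% = DMSO plus EC80 ATP and 100% = DMSO alone without ATP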
M5 antag – human M5 muscarinic receptor antagonists, primary screen, CHO cells, Fluo-8 calcium fluorescence; Muscarinic acetylcholine receptor M5 (Homo sapiens), P08912; AID 624040, 2012; CHO-hM5 cells, ACh EC80; inhibition, % at 3 µM; hit rate 0.59% among 360,000;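 active = inhibition above a per-plate cutoff, the mean of that plate's test compounds plus 3 SD, cut at about 27% in these data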;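 note: 0% = acetylcholine EC80 with DMSO and 100% = DMSO without agonist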
Target sequence (P08912 whole entry, looked up): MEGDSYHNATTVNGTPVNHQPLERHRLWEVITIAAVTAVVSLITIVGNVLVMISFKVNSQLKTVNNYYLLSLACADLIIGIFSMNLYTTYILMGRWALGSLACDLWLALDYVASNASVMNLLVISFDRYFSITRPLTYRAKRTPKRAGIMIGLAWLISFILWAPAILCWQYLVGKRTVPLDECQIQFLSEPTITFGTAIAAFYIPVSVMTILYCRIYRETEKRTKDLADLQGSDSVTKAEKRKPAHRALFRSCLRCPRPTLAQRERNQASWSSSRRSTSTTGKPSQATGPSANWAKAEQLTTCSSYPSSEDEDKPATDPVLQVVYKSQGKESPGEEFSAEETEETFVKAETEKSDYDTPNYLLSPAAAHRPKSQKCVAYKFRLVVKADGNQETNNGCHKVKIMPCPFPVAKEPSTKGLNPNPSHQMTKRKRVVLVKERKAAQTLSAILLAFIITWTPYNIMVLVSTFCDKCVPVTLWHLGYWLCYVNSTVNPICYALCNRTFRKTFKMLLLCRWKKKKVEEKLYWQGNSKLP
CHRM4 antagonist – human M4 muscarinic receptor antagonists, primary screen, CHO cells, Fluo-8 calcium fluorescence. hit rate 0.73% among 360,000. Muscarinic acetylcholine receptor M4 (Homo sapiens), P08173. AID 624125, 2012. inhibition, % at 3 µM. CHO-hM4 cells, ACh EC80;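 active = inhibition above its plate's cutoff, the mean inhibition of sample wells plus 3 SD, cut at about 27% in these data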;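 note: 0% = acetylcholine EC80 with DMSO and 100% = DMSO without agonist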
M5 PAM – human M5 muscarinic receptor positive allosteric modulators, primary screen, CHO-K1 cells, Fluo-8 calcium fluorescence | hit rate 0.3% among 360,000 | Muscarinic acetylcholine receptor M5 (Homo sapiens), P08912 | activation, % at 3 µM | CHO-K1 hM5, ACh EC20 PAM; 0% = ACh EC20, 100% = ACh EC100;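 active = activation above the run cutoff, the mean activation of all test compounds plus 3 SD, cut at about 18% in these data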
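Probe or stimulus: acetylcholine, EC20 level; Assay system: human M5 receptor in CHO-K1 cells; Schedule: compound preincubation 140 s before EC20 acetylcholine addition; Technique: intracellular calcium via Fluo-8 fluorescence; Dosing: single-point, 3 µM nominal; Read-out basis: percent activation from peak-over-basal fluorescence ratio, scaled EC20-to-EC100 acetylcholine; Repeats: one well per compound, no replicates.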
M4 ag – human M4 muscarinic receptor agonists, primary screen, CHO-K1 cells, Fluo-8 calcium fluorescence. CHO-K1 hM4/Gqi5; vehicle 0%, full acetylcholine response 100%. activation, % at 3 µM. hit rate 0.14% among 360,000. AID 624127, 2012;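 active = activation above the run mean over all test wells plus 3 SD, cut at about 32% in these data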;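 note: peak over basal fluorescence ratio per well then scaled between controls; 0% = DMSO wells and 100% = acetylcholine at EC100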
CHRM5 agonist – human M5 muscarinic receptor agonists, primary screen, CHO-K1 cells, Fluo-8 calcium fluorescence | Muscarinic acetylcholine receptor M5 (Homo sapiens), P08912 | CHO-K1 hM5 cells; 0% DMSO wells, 100% maximal acetylcholine response | activation, % at 3 µM | hit rate 0.19% among 360,000;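 active = activation above the run's mean over test compounds plus 3 SD, cut at about 23% in these data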;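 note: signal is peak over basal fluorescence ratio across the kinetic read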
The depositor's hits bear a star.

Structure,CHO-K1 Ca PAM,M1 ag parental,M4 PAM,CHO-K1 Ca antag,M5 antag,CHRM4 antagonist,M5 PAM,M4 ag,CHRM5 agonist
Cc1oc(-c2ccoc2)nc1CN(Cc1ccccc1)CC1CC1,22,-0.6,0,-22,2,-4,5,0,1
COc1ccccc1N1CC(C(=O)Nc2nnc(SCC(=O)N3CCOCC3)s2)CC1=O (centres undefined),-10,1.4,2,-5,-20,-2,1,1,1
CC(C)C(NS(=O)(=O)c1cccs1)C(=O)NCCCN1CCCCCC1 (centres undefined),1,0.8,-2,-14,10,7,-3,0,-5
N#CCNC1CC(=O)N(c2ccc(F)cc2)C1=O (centres undefined),-10,-0.1,-4,3,19,4,-3,0,-7
COc1ccc(S(=O)(=O)NCC2CCCN(C(=O)c3occc3C)C2)cc1 (centres undefined),13,0.2,-2,-17,9,-4,1,0,2
CCNc1nc(NCC)nc(N(C#N)CCOc2ccccc2)n1,11,3.3,-2,0,-3,6,4,-1,1
O=C1c2ccccc2C(=O)N1CN(C(=O)COc1ccc(Cl)cc1Cl)c1cccc(F)c1,18,0.2,3,-9,-5,3,7,0,-2
O=C(CN1C(=O)NC2(CCCC2)C1=O)Nc1ccc(F)c(Cl)c1,-1,1.9,-5,0,1,-4,-1,2,-1
CC(=O)NC(CC(=O)NC1CCCc2ccccc21)c1ccccc1 (centres undefined),-9,0.3,2,-12,13,5,5,1,-3
NC(=O)c1oc2ccc(Cl)cc2c1NC(=O)CN1CCOCC1,6,1.1,1,-9,1,-6,-3,4,-1
CN(CC(=O)Nc1ccccc1Cl)C(=O)COC(=O)CN1C(=O)NC2(CCCC2)C1=O,22,1.5,5,-15,19,-10,-3,1,-6
O=C1CCN(Cc2nc(-c3ccc(Cl)cc3)no2)CCN1,8,0.8,4,7,17,-4,-1,3,3
Cc1cccc(C)c1NC(=O)CNC(=O)CCC(=O)N1CCOCC1,-15,0.6,-1,3,8,-17,-11,0,-1
O=C(O)c1cc(S(=O)(=O)N2CCCCCC2)c(Cl)cc1Cl,-12,-0.2,10,-9,-5,-6,6,2,2
CCOC(=O)C1CCN(Cc2cnc(Oc3ccc(N)cc3)s2)CC1,8,0.0,2,-4,-7,-3,-1,0,-1
COCCSc1nnc(NC(=O)Cc2ccc(OC)c(OC)c2)s1,-14,0.0,11,4,-2,-2,7,2,-2
CCCn1c(=O)[nH]c(=O)c2c1nc(-c1ccc3c(c1)OCCO3)n2CCN1CCOCC1,15,0.2,5,-16,-1,-2,-6,1,3
COc1ccccc1NS(=O)(=O)c1cc(C(=O)NC2CC(C)(C)NC(C)(C)C2)ccc1Cl,-15,0.2,7,-4,-14,-23,5,2,-7
CSc1nnc(SCC#N)s1,21,0.6,3,-15,-2,-1,6,1,0
O=C(Cc1ccc(Cl)cc1)Nc1ccccc1Sc1ccccc1,14,0.9,-11,-8,-1,11,0,-2,-2
CS(=O)(=O)N(CC(=O)N1CCN(Cc2ccccc2)CC1)C1CCCCC1,11,0.1,3,2,-2,3,-1,1,-1
Cc1c(N2C(=O)C3C4C=CC(C4)C3C2=O)c(=O)n(-c2ccccc2)n1C (centres undefined),2,0.6,13,-3,4,-6,9,1,5
COc1cccc(NC(=O)C2CCCN(S(=O)(=O)c3ccc(-n4cnnn4)cc3)C2)c1 (centres undefined),4,1.0,-6,-8,-2,0,-5,1,-2
Cc1ccccc1Nc1cc(C(=O)NCc2ccco2)c2ccccc2n1,9,3.2,-10,1,1,-6,-6,9,-3
Cc1onc(-c2c(Cl)cccc2Cl)c1C(=O)NC1CCCCC1,10,-0.9,-7,-17,12,-6,-6,0,-8
CC1(C)CC(NC(=O)c2ccccc2Cl)CC(C)(C)N1,-5,-0.4,-2,9,0,5,-3,0,-2
O=C(CN1C(=O)C2CCCCC2C1=O)Nc1ccccc1C(=O)O (centres undefined),5,-0.1,6,-10,12,13,-2,3,-3
Cn1cccc1/C=C1\CCc2ccccc2C1=O,-26,0.1,-3,10,2,0,3,-1,-1
COc1ccc(N2CCN(C(=O)CN(c3ccc(Br)cc3)S(C)(=O)=O)CC2)cc1,9,6.6,-1,-16,1,-2,-4,9,6
COc1ccc(C2c3c(-c4ccccc4O)n[nH]c3C(=O)N2CCc2ccc(OC)c(OC)c2)cc1 (centres undefined),9,1.2,-7,8,7,0,-10,5,-3
O=C(NCc1cccs1)C1Cc2c(-c3ccccc3Oc3ccccc3)ccnc2O1 (centres undefined),12,0.3,6,-6,7,-5,-4,0,-1
CC1(C)CC(=O)C(C2C3=C(CC(C)(C)CC3=O)Oc3ccc4ccccc4c32)C(=O)C1 (centres undefined),6,1.1,5,3,10,0,12,1,-2
COc1ccc(S(=O)(=O)Nc2ccccc2C(=O)N2CCOCC2)cc1F,-12,0.3,7,9,5,-10,-4,2,-2
COc1cc(-c2cc(OC)c(O)c(OC)c2)cc(OC)c1O,3,-0.4,-2,-3,10,1,10,0,-3
CC(=O)c1sc(NC(=O)c2cccc(N3C(=O)CCC3=O)c2)nc1-c1ccccc1,-9,0.8,9,-3,-3,-12,4,1,3
C[C@@H]1C(=O)O[C@H]2CC34[C@H]5C[C@@H](C(C)(C)C)[C@]36[C@@H](OC(=O)[C@@H]6O)O[C@@]4(C(=O)O5)[C@]21O (some centres undefined),8,-0.2,-9,6,-2,-1,0,1,1
COCc1nnc(NS(=O)(=O)c2ccc(Br)cc2)s1,13,0.4,3,-7,-2,-11,-1,0,0
CC(C)n1c(N2CCCC2)nc2c1c(=O)[nH]c(=O)n2C,-8,0.2,2,-9,18,1,-8,0,-1
CCC(C)(C)n1nnnc1C(c1ccccn1)N1CCN(c2cccc(OC)c2)CC1 (centres undefined),6,0.8,-1,-4,1,3,-1,0,3
CCc1nnc(NC(=O)CSCc2cc(=O)n3nc(C(C)C)sc3n2)s1,-15,-0.2,1,7,-2,-6,2,0,-1
COCCn1c(COc2ccc(C)cc2)nc2ccccc21,10,1.1,5,3,0,14,0,0,-5
COc1ccc(NC(=O)CCN2C(=O)C3C4CCC(C4)C3C2=O)cc1 (centres undefined),28,1.1,1,-18,-3,-13,-5,1,0
C#CCNC(=O)C1=C[C@H](C)[C@@H](CCCO)[C@H](OCC)O1,17,0.0,17,-9,0,-8,15,2,2
COc1ccc(C(=O)NCc2nnc(SCC(=O)Nc3cccc(C(F)(F)F)c3)o2)cc1OC,11,0.0,3,-1,2,13,2,1,-4
COc1ccc(-c2nc(C)c(C(C)=O)n2O)cc1[N+](=O)[O-],4,0.4,2,-9,15,3,-2,1,2
COc1ccc(S(=O)(=O)N2CCC(C(=O)NCCc3ccccc3)CC2)cc1,9,-0.5,6,0,1,2,-1,-1,-2
Cc1ccc(C(=O)NCCc2nnc3ccc(SCC(=O)N4CCCC4)nn23)cc1,10,1.2,6,-10,-5,2,2,1,-3
O=C(O)C1=C[C@H](c2ccc(Br)cc2)C[C@H](OCCCCO)O1,-1,0.6,2,-6,12,3,-2,2,1
C=C(C)c1cccc(C(C)(C)NC(=O)N2CCN(CC(N)=O)CC2)c1,21,-0.3,-1,-14,3,-2,-8,1,0
O=C(N/N=C1\C/C(=N\NC(=O)c2ccncc2)c2ccccc21)c1ccncc1,-4,0.3,-7,-6,5,7,7,2,-3
COCCN1C(=O)N[C@@H](c2cccc(F)c2)C(C(C)=O)=C1C,4,1.3,12,-8,23,13,-10,1,2
CC(=O)c1cccc(CN2CCC(CO)(Cc3ccccc3)CC2)c1,-11,0.0,1,10,16,-13,-3,1,-7
Cc1noc(C)c1S(=O)(=O)Nc1ccc2c(c1)C(=O)N([C@H](C)CO)C[C@@H](C)[C@@H](CN(C)Cc1ccc3c(c1)OCO3)O2,9,0.4,-1,-8,-6,-5,3,1,-2
CN=c1scc(-c2cc(OC)ccc2OC)n1/N=C/c1c(C)[nH]c2ccccc12,29,2.2,10,-8,-7,-1,1,4,-1
Cc1cc(Cl)ccc1OCCCC(=O)Nc1ccc(S(=O)(=O)Nc2ncccn2)cc1,22,-0.6,6,-9,2,-15,-1,-1,-5
O=C1[C@H]2CCC=C[C@H]2[C@H](c2cccc(Br)c2)N1Cc1ccccc1,3,-0.3,-7,-19,4,-1,-7,-2,-1
O=C(Cc1ccc([N+](=O)[O-])cc1)Nc1cccc(C(=O)N2CCOCC2)c1,17,0.8,6,-8,8,-1,5,2,5
COc1ccc2c(-c3ccccc3)cc(=O)[nH]c2c1,1,0.8,0,-13,7,-6,0,2,2
N#Cc1cc2sc3nnc(-c4ccncc4)n3c2cc1C#N,10,0.3,5,-11,-5,-5,4,3,-2
CCC(CC)NC(=O)Cn1c(C(C)NC(C)=O)nc2ccccc21 (centres undefined),-11,0.4,12,3,-1,-13,-4,1,-3

(more compounds)
Structure,CHO-K1 Ca PAM,M1 ag parental,M4 PAM,CHO-K1 Ca antag,M5 antag,CHRM4 antagonist,M5 PAM,M4 ag,CHRM5 agonist
O=C(O)c1ccccc1Sc1ncnc2sc3c(c12)CCC3,13,1.6,-3,-1,5,7,3,-1,-3
Cc1cccc(C)c1NC(=O)CN1CCCC1,-3,0.4,3,-14,5,4,1,3,-4
Cn1c(SCc2c(F)cccc2Cl)nc2c(c1=O)SCC2,1,3.3,-17,0,11,12,-9,3,-9
COc1ccc(CCN2CC(C(=O)Nc3cc(F)ccc3F)CC2=O)cc1OC (centres undefined),12,1.9,4,-8,5,2,-3,5,5
Cc1ccc(N(C(C)C(=O)Nc2ccc(S(=O)(=O)N3CCOCC3)cc2)S(C)(=O)=O)cc1C (centres undefined),-6,-0.1,14,3,3,9,-5,0,-2
O=C(N/N=C/c1ccc([N+](=O)[O-])o1)c1cc2ccccc2o1,5,0.9,-5,-13,9,-8,-7,2,2
CC1CCN(CCCNC(=O)C2CCN(S(=O)(=O)N3CCC4(CC3)OCCO4)CC2)CC1,0,0.4,-5,5,17,2,-3,1,-3
CCOc1ccc2[nH]c(=O)c(CN(Cc3ccco3)C(=O)c3cccc(F)c3)cc2c1,21,0.7,5,-8,-4,-3,-2,1,1
COc1cc(CC(NC(C)=O)C(=O)NC2CCN(C(=O)Nc3ccccc3Cl)CC2)cc(OC)c1 (centres undefined),6,0.1,3,-2,3,4,1,1,3
Cc1nc2ccccn2c(=O)c1NC(=O)c1ccc(Br)o1,7,0.7,3,-10,-9,-10,-1,2,1
CC(=O)c1c(C)nc(C)nc1NC(=O)Cc1ccccc1,9,0.5,0,-5,1,15,4,1,-2

Compound activity: PubChem BioAssay, The Scripps Research Institute Molecular Screening Center

An unsorted share of the library, and some 2.7% of all compounds hit somewhere here.
